ABCG2 block = human ABCG2 inhibition, ABCB1 as counter-screen; IgMXP3 cells, JC-1 efflux, flow cytometry; Q9UNQ0; 190,000 compounds, 0.1% hits; inhibition, % at 6.6 µM; AID 1325;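 active = inhibition above 80%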;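 note: 0% = DMSO and 100% = nicardipine control wells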
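Test system: IgMXP3 (ABCG2) plus far-red-tagged CCRF-Adr (ABCB1) cells / Amount: 3 million cells/mL in well / Reagent: JC-1 transporter substrate / Timing: 10 min compound exposure, 25 °C / Signal: flow cytometry, 530 nm JC-1 signal / Read-out: percent efflux inhibition, scaled nicardipine 100% to DMSO 0% / Benchmarks: nicardipine as high control, DMSO as low control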
RGS7-Gao reg = modulates binding of RGS7 to human Galphao; 220,000 compounds, 0.35% hits; P09471; AID 1439; binding response (% of control), % at 10 µM; Multiplexed bead flow cytometry; actives lie on both sides; in the data active = binding response below about 49% or above about 150%; inconclusive = no clear call, values can overlap the other calls; inactive = in between;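 note: fluorescent Galphao held in activated GDP-AlF4 state binding bead-coupled RGS7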
Bcl-XL Bim block = disrupts Bim peptide binding to human Bcl-XL; Q07817; bead flow cytometry, fluorescence; inhibition, % at 10 µM; 190,000 compounds, 0.04% hits; AID 1007
Target sequence (Q07817 whole entry, looked up): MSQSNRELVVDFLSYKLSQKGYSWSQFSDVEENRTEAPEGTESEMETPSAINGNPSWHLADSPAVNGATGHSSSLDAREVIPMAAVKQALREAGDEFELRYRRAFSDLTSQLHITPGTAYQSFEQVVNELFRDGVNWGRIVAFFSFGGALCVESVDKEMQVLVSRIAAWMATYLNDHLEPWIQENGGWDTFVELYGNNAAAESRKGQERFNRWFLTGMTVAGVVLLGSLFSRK
Bfl-1 Bim block = inhibitors of Bim-Bfl-1 interaction, human; Bead-based flow cytometry, Bim-Bfl-1 binding inhibition; inhibition, % at 10 µM; AID 1008; 190,000 compounds, 0.12% hits;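 note: 0% = wells without compound plus tracer and 100% = blocker peptide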
Bim-Bcl-W = inhibitors of Bim-Bcl-W interaction, human; Q92843; bead-based flow cytometry, Bim peptide-Bcl-W binding; inhibition, % at 10 µM; 190,000 compounds, 0.02% hits;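 note: 0% = bound tracer without compound and 100% = peptide blocker; higher means less fluorescent Bim peptide bound to Bcl-W beads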
Target sequence (Q92843 whole entry, looked up): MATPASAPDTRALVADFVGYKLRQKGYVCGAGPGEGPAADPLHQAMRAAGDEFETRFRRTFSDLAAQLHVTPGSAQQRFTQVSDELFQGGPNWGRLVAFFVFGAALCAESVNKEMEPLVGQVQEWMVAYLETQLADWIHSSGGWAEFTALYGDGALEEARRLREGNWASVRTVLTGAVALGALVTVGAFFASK
Bcl-B Bim block = disrupts Bim peptide binding to human Bcl-B; AID 951; Q9HD36; inhibition, % at 10 µM; bead-based flow cytometry; 190,000 compounds, 0.073% hits;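 note: 0% = tracer peptide without compound and 100% = reference inhibitor peptide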
Target sequence (Q9HD36 whole entry, looked up): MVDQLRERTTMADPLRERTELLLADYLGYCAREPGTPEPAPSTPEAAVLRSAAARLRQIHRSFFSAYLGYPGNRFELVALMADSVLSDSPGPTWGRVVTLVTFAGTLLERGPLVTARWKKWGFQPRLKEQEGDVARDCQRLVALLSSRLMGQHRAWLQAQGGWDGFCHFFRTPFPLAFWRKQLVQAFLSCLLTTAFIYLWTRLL
RGS8-Gao reg = regulators of human RGS8-Galphao interaction; P09471; multiplexed bead flow cytometry, RGS8-Galphao binding; actives lie on both sides; response (percent of control binding), % at 10 µM; 220,000 compounds, 0.34% hits; AID 1423; in the data active = response below about 60% or above about 140%; inactive = in between;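 note: Galphao activated as the GDP aluminium fluoride complex binding bead-coupled RGS8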
GSH fluor = GSH bead compound fluorescence profile | GSH beads flow cytometry, compound fluorescence 488/530 nm; active compounds read high | fluorescence (KMESF) at 10 µM | 190,000 compounds, 0.25% hits; in the data active = fluorescence above about 89;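 note: glutathione beads carrying GST-tagged Bcl family fusion proteins plus one bare bead set; values are compound well signal with DMSO vehicle wells as background; inactives centre near 16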
RGS4-Gao reg = human RGS4-Galphao interaction regulation. P09471. Multiplexed bead flow cytometry, RGS4-Galphao binding; actives lie on both sides. binding response (% of control), % at 10 µM. 220,000 compounds, 0.33% hits. AID 1415; in the data active = binding response below about 49% or above about 150%; inactive = in between;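 note: fluorescent Galphao activated with aluminum fluoride binding bead-coupled RGS4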
ABCB1 block = blocks JC-1 efflux by human ABCB1 transporter; P08183; CCRF-Adr cells, flow cytometry; inhibition, % at 6.6 µM; 190,000 compounds, 0.067% hits; in the data active = inhibition above about 40%;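 note: 0% = vehicle and 100% = reference inhibitor; higher value means more JC-1 retained so stronger ABCB1 efflux block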
Bim-Bcl-2 = human Bim-Bcl-2 interaction inhibition. 190,000 compounds, 0.06% hits. AID 950. Bead-based flow cytometry, Bim peptide-Bcl-2 binding. inhibition, % at 10 µM; in the data active = inhibition above about 40%; inconclusive = no clear call, values can overlap the other calls;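 note: 0% = no compound wells with probe peptide and 100% = reference peptide inhibitor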
Target sequence (P10415 whole entry, looked up): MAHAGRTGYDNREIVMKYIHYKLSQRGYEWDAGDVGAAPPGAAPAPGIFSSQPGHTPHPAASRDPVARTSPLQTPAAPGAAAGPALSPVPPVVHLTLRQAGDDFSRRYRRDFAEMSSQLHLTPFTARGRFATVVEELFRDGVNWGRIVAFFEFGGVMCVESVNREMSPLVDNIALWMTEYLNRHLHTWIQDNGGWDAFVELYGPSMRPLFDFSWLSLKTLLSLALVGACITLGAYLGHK
An asterisk follows results filed as active; ? = inconclusive. Cut-off read from the data, not from the text of the source, unless noted: active = inhibition above about 40%.

Results follow in this order: ABCG2 block, RGS7-Gao reg, Bcl-XL Bim block, Bfl-1 Bim block, Bim-Bcl-W, Bcl-B Bim block, RGS8-Gao reg, GSH fluor, RGS4-Gao reg, ABCB1 block, Bim-Bcl-2
#1 COc1ccc(CC(=O)c2c(O)cc(O)cc2O)cc1OC
 : 3, 92, -5, -13, 0, -6, 97, 11, 100, 0.4, -9
#2 COc1ccc(-c2nc(Cn3c(SCc4ccccc4F)nc4ccncc43)c(C)o2)cc1
 : 4, 102, -6, -10, 0, -12, 103, 24, 103, 1.3, -10
#3 COC(=O)c1cc2ccsc2n1Cc1ccccc1F
 : 0, 117, -2, -2, -3, -6, 111, 22, 114, -1.4, -2
#4 O=C(Cn1nc(Cc2cccnc2)c2ccccc2c1=O)N1CCN(C(=O)c2ccco2)CC1
 : 1, 99, 0, 0, 1, 0, 95, 11, 99, 0.1, -1
#5 Cc1ccccc1-c1noc(-c2cccs2)n1
 : -2, 100, -2, -7, 1, -1, 99, 19, 99, -2.7, -4
#6 NC(=O)c1sc2cc(C(F)(F)F)cnc2c1-c1ccccc1
 : 7, 99, -3, -4, -4, -1, 101, 10, 100, 1.9, -1
#7 c1ccc(-c2ccccc2OCCOCCN2CCCCC2)cc1
 : 2, 96, -6, 4, -2, -5, 103, 11, 100, 0.0, -2
#8 S=c1[nH]nc(Cc2ccc(Cl)cc2)n1-c1ccc2c(c1)OCCO2
 : -5, 106, -4, 8, -2, -33, 103, 12, 103, -1.5, 0
#9 COC(=O)c1cc2c(cc1N)OCCO2
 : 2, 104, -1, -5, 2, -1, 101, 21, 100, 0.7, -2
#10 COc1ccccc1C(=O)Nc1ncc2c(n1)CC(c1ccco1)CC2=O (stereo not drawn)
 : 3, 99, -10, -5, 0, -9, 100, 38, 98, 0.7, -6
#11 O=C(NCc1ccco1)c1scc2c1OCCO2
 : 26, 102, -11, -11, -6, -7, 101, 23, 100, 0.5, -12
#12 CCOC(=O)c1nnc(-c2ccc(C)cc2)nc1Sc1ccccc1Cl
 : 4, 105, 0, -5, 5, -5, 99, 17, 104, 0.5, -4
#13 O=C(/C=N/NC(=O)c1ccccc1Br)c1ccccc1
 : 21, 100, 2, -3, -1, -2, 99, 16, 99, 1.2, -1
#14 CCN(CC)CCNC(=O)Cn1nc(Cc2ccccc2)c2ccccc2c1=O
 : 0, 102, -2, -1, -1, -1, 94, 22, 99, -0.1, -2
#15 COc1ccc(CCNC(=O)CSc2nnc3ccc(-c4cccnc4)nn23)cc1
 : 8, 99, 0, -5, 2, -3, 100, 14, 99, 0.6, -2
#16 CSc1nc2ccc(NC(=O)C3=NN(c4ccccc4)C(=O)CC3)cc2s1
 : 3, 104, -3, -1, -1, -6, 107, 11, 104, 0.9, 0
#17 Cc1[nH]nc(-c2ccc(O)cc2O)c1-c1ccc(Cl)cc1
 : 1, 105, 0, 0, 0, -2, 99, 25, 104, 0.1, -2
#18 COC(=O)Nc1ccc(S(=O)(=O)N2CCCC(C(=O)NC3CCS(=O)(=O)C3)C2)cc1 (stereo not drawn)
 : -9, 100, -6, 0, -2, -2, 100, 5, 99, 0.3, 0
#19 Cc1ncoc1C(=O)N1CCc2c([nH]c3ccccc23)C1c1ccccc1F (stereo not drawn)
 : 13, 105, -2, -1, -3, -3, 104, 15, 105, -0.1, -4
#20 O=C(COC(=O)Cn1cnc2ccccc21)Nc1cccc([N+](=O)[O-])c1
 : 6, ?, -1, -2, 1, -1, 99, 15, 98, 0.1, -1
#21 CCCCCCSc1nsc(NC(=O)CCC)n1
 : 0, 97, -5, -8, 0, -3, 101, 17, 103, -0.2, -3
#22 Cc1ccc(NC2=NC3(CCCCC3)N=C(N)N2)c(C)c1
 : 3, 107, 0, 0, -1, 0, 114, 15, 110, 0.2, 3
#23 CC(C)CCN1CC(C(=O)NCc2ccccc2)CC1=O (stereo not drawn)
 : 10, 97, 0, 3, -2, 0, 96, 50, 95, 0.8, 0
#24 CCOc1ccc(CC(=O)N2CCN(c3ccc(N4CCOCC4)nn3)CC2)cc1OCC
 : -6, 94, -2, -7, 2, -4, 88, 18, 98, -2.4, -4
#25 Cc1ccc(C(=O)CNc2nc3c(c(=O)[nH]c(=O)n3C)n2Cc2ccccc2)cc1
 : 0, 102, -4, -3, -2, -4, 98, 5, 103, 0.3, 1
#26 O=C(c1scc2c1CCCC2)N1CCOCC1
 : 7, 101, -9, -8, -2, -4, 103, 23, 101, 0.4, -9
#27 Fc1ccccc1Cn1nnc2c(NCCc3ccccn3)ncnc21
 : 2, 101, -7, -12, -1, -15, 107, 13, 102, 0.4, -14
#28 CCC(NC(=O)NCCCn1ccnc1)(C(F)(F)F)C(F)(F)F
 : 1, 74, -7, -3, -3, 0, 87, 8, 62, 0.7, -2
#29 C=CCOc1c(Br)cc(C2NC(=O)NC(C)=C2C(C)=O)cc1OCC (stereo not drawn)
 : 3, 104, -4, 0, -1, -1, 102, 17, 101, 0.5, -1
#30 O=S(=O)(c1ccc(Br)cc1)N1CCCN(Cc2ccccc2F)CC1
 : 6, 99, -2, 0, -2, -5, 98, 25, 101, 0.1, 3
#31 COc1ccc(C(F)(F)F)cc1N/C=C\c1nnnn1-c1ccc(C)cc1
 : 8, 102, 5, -16, -1, -3, 100, 35, 104, 0.1, -9
#32 O=C(CNC(=S)N(Cc1ccccc1)Cc1ccccc1F)NCc1ccc(Cl)cc1
 : 4, 93, -5, -4, 0, -4, 98, 12, 90, 1.5, 0
#33 CCNS(=O)(=O)c1ccc(C)c(-n2cnnn2)c1C
 : -1, 98, -7, 0, -7, -7, 89, 13, 90, -0.2, -3
#34 CCCn1c(C)cc(C(=O)COC(=O)CN=C2NS(=O)(=O)c3ccccc32)c1C
 : 12, 100, -1, 0, -2, -5, 105, 6, 104, 2.3, 0
#35 COc1ccc(C(=O)Nc2cc(C)on2)cc1[N+](=O)[O-]
 : 8, 101, -1, -6, -1, -3, 100, 12, 99, 0.2, 0
#36 Cc1cccc(Oc2ccc(S(=O)(=O)N3CCCCC3)cc2N)c1
 : 0, ?, -4, -6, -3, -4, 101, 17, 100, 0.2, -7
#37 O=C(NCc1cccnc1)c1ccccn1
 : 0, 99, 0, -8, 2, -6, 102, 23, 100, -0.2, -3
#38 Cc1ccc(N2C(=O)CC(c3ccsc3)C3=C2CC(C)(C)CC3=O)cc1 (stereo not drawn)
 : 1, 98, -3, -1, -1, 0, 100, 21, 96, 0.5, -3
#39 Cc1ccc(NC(=O)Nc2cnc3ccccc3c2)cc1
 : -1, 103, 1, -6, 0, -1, 104, 23, 101, -0.6, 0
#40 Cc1ccc(NC(=O)c2ccccc2CCc2ccccc2)c(C)c1
 : 13, 122, -1, 0, 0, -2, 100, 33, 102, 0.8, 0

As entered above:
In GSH fluor, compound 22 reads 15
In GSH fluor, compound 21 reads 17
In Bcl-XL Bim block, compound 30 reads -2
In ABCG2 block, compound 24 reads -6
In ABCB1 block, compound 34 reads 2.3

Next section:
Results follow in this order: ABCG2 block, RGS7-Gao reg, Bcl-XL Bim block, Bfl-1 Bim block, Bim-Bcl-W, Bcl-B Bim block, RGS8-Gao reg, GSH fluor, RGS4-Gao reg, ABCB1 block, Bim-Bcl-2
#41 CCO/N=C(\C)c1c(O)c(CC)c(-c2ccccc2)n(-c2ccccc2)c1=O
 : -2, 101, -15, -18, -16, -20, 103, 24, 103, -0.4, -7
#42 O=C(C[n+]1cc(-c2ccc(F)cc2)n2c1CCC2)OCc1ccccc1
 : 1, 101, -4, 0, -1, -5, 103, 12, 102, 0.0, -5
#43 CCn1c(SCC(=O)N/N=C/c2c[nH]c3ccccc23)nnc1-c1ccc(Cl)cc1
 : -1, 99, -5, 0, -3, -5, 101, 8, 102, 0.7, 0
#44 Cc1ccc(CNC(=O)COC(=O)CSc2ccc(Br)cc2C)cc1
 : -4, 101, -6, -11, -5, -8, 101, 16, 103, -0.2, -5
#45 O=C(CCC1CCCN(C(=O)Cn2cnnn2)C1)NCc1ccc(F)c(F)c1 (stereo not drawn)
 : 1, 99, 1, 1, -2, 0, 103, 15, 100, 0.5, -5
#46 CCC(CC)C(=O)NCCc1cc2c(C)ccc(C)c2[nH]c1=O
 : 4, 95, 1, -3, 0, -2, 98, 19, 100, 0.6, -2
#47 Cc1ccc(S(=O)(=O)n2nc(OC(=O)c3ccco3)cc2N)cc1
 : -3, 101, -12, -29, -5, -7, 102, 23, 101, -0.7, -8
#48 CC1CN(C(=O)N2CCOCC2)CCN1C(=O)N1CCOCC1 (stereo not drawn)
 : -7, 101, -6, -6, -3, -6, 105, 18, 100, -2.4, -4
#49 CS/C(=N\NC(N)=O)c1ccccc1
 : -1, 105, -2, 5, -2, -1, 105, 11, 105, -0.1, -2

Part of the list above, with one line to a screen.
21. CCCCCCSc1nsc(NC(=O)CCC)n1
22. Cc1ccc(NC2=NC3(CCCCC3)N=C(N)N2)c(C)c1
23. CC(C)CCN1CC(C(=O)NCc2ccccc2)CC1=O (stereo not drawn)
24. CCOc1ccc(CC(=O)N2CCN(c3ccc(N4CCOCC4)nn3)CC2)cc1OCC
compound no.	21	22	23	24
ABCG2 block	0	3	10	-6
RGS7-Gao reg	97	107	97	94
Bcl-XL Bim block	-5	0	0	-2
Bfl-1 Bim block	-8	0	3	-7
Bim-Bcl-W	0	-1	-2	2
Bcl-B Bim block	-3	0	0	-4
RGS8-Gao reg	101	114	96	88
GSH fluor	17	15	50	18
RGS4-Gao reg	103	110	95	98
ABCB1 block	-0.2	0.2	0.8	-2.4
Bim-Bcl-2	-3	3	0	-4

Entries of single compounds, looked up by structure:
CCn1c(SCC(=O)N/N=C/c2c[nH]c3ccccc23)nnc1-c1ccc(Cl)cc1 in the list: ABCG2 block: -1; RGS7-Gao reg: 99; Bcl-XL Bim block: -5; Bfl-1 Bim block: 0; Bim-Bcl-W: -3; Bcl-B Bim block: -5; RGS8-Gao reg: 101; GSH fluor: 8; RGS4-Gao reg: 102; ABCB1 block: 0.7; Bim-Bcl-2: 0
Cc1ccc(S(=O)(=O)n2nc(OC(=O)c3ccco3)cc2N)cc1 in the list: ABCG2 block: -3; RGS7-Gao reg: 101; Bcl-XL Bim block: -12; Bfl-1 Bim block: -29; Bim-Bcl-W: -5; Bcl-B Bim block: -7; RGS8-Gao reg: 102; GSH fluor: 23; RGS4-Gao reg: 101; ABCB1 block: -0.7; Bim-Bcl-2: -8

Compounds as they come; 1.1% or so of the library scored in one or more.
